Assay outcomes deposited in PubChem by National Center for Advancing Translational Sciences (NCATS).
Lipid storage S3 – qHTS Assay for Lipid Storage Modulators in Drosophila S3 Cells | Drosophila S3 cells, BODIPY lipid droplet fluorescence, 18-24 h; cells fed with added oleic acid | lipid storage change, negative = inhibition, % at the top dose, mostly 46.1 µM; hits show Potency in µM | actives 0.64% (n = 320,000); active = well fitted inhibition curve with a large enough effect in the signal ratio, with a control signal flat, not every such curve was filed as active; inconclusive = small, poorly fitted or top-dose-only effect, or effect the other way, or a change in a side signal; the % refers to the signal ratio
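Drosophila S3 cells got compounds at several concentrations plus oleic acid (400 uM solution). Laser-scanning cytometry with 488 nm excitation read lipid droplets at 500-530 nm and cells at 575-640 nm. Percent activity was relative to 20 uM Triacsin C.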
Lipid storage S3 cell count max – recorded beside Lipid storage S3, whose call it bears; cell number change, %; measured here: cell count max response;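 cells counted by Cell Tracker Red CMTPX staining in the red channel; peak over a dose series mostly up to 46.1 µM; percent activity relative to internal control wells on each plate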
* = called active by the depositor; i = inactive; ? = inconclusive; · = not tested or not shown. % is scaled to controls: 0 for no effect and ±100 for the full control effect; potency is read from the fitted curve at half-maximal effect. The list is partial; the hit share may differ from the screen's.

SMILES	Lipid storage S3	Lipid storage S3 cell count max
O=C(Cn1cc([N+](=O)[O-])cn1)NC1CCCCCC1	?	·
Cc1nn(-c2ccccc2)c(C)c1CN	?	·
Cc1ccc(CN(Cc2cccnc2)C(=O)CN2C(=O)COc3ccccc32)o1	?	·
CC(NC(=O)CC1SC(N)=NC1=O)c1ccccc1 (stereo not drawn)	?	·
CCOC(=O)c1cn(CC(=O)Nc2cccc(Cl)c2)nn1	20%	·
O=C(NC1Cc2ccccc2C1)c1cc(COc2ccc(F)cc2Cl)on1	-11%	-18
O=C(NCc1ccc(F)cc1F)Nc1cnccc1C(F)(F)F	10%	1
COc1ccc(S(=O)(=O)Nc2ccc(-c3ccc(N4CCCC4)nn3)cc2)cc1C	?	·
COc1ccc(CCC(=O)N2CCN(S(=O)(=O)c3ccc4ccccc4c3)CC2)cc1	-11%	-11
CCN(CC)S(=O)(=O)c1cccc(NC(=O)CCNC(=O)NC23CC4CC(CC(C4)C2)C3)c1	?	·
Nc1c(Cl)cnc(C(Cl)(Cl)Cl)c1Cl	i	·
Cc1ccc(CNC(=O)CCCC(=O)Nc2cc(C)on2)cc1	?	·
COc1ccc(/C=C(\NC(=O)c2ccco2)C(=O)N2CCCCC2)cc1	?	·
Cc1cc(=O)[nH]c2cc(Cl)ccc12	i	10
Cc1occc1C(=O)NCCCCc1ccccc1	i	-1
COC(=O)C1C(=O)C=C(Nc2ccc(F)cc2)CC1c1ccc(OC)cc1 (stereo not drawn)	?	·
COc1cc(OC)cc(C(=O)Nc2ccc3c(c2)OCCO3)c1	?	·
CCCn1nnc(NC(=O)c2ccc(Cl)cc2Cl)n1	i	0
O=C(CCc1ccc(S(=O)(=O)N2CCOCC2)cc1)OCc1nc2ccccc2s1	?	·
CC(C)(C)N1CC(c2nc3ccccc3n2CCOc2ccccc2)CC1=O (stereo not drawn)	?	·
CCn1cc(C(=O)NCC(C)C)c(=O)c2cc(F)c(N3CCN(C)CC3)cc21	4%	14
Oc1ccc(/C=N/Nc2nccnc2Cl)c(O)c1	?	·
CCOc1ccc(-c2cc(C(=O)NN)[nH]n2)cc1	?	·
O=C1CSC(c2ccc(F)cc2)N1c1nc2ccccc2s1 (stereo not drawn)	?	·
CCOc1ccc(C(=O)CCC(=O)NN2C(=O)NC3(CCCCC3)C2=O)cc1	?	·
CCCCNc1nc(=S)[nH]c2cc(OC)c(OC)cc12	?	·
CCc1ccc(NC(=S)NCC2CCCN2CC)cc1 (stereo not drawn)	-3%	2
COc1ccc(S(=O)(=O)NCCSCc2ccc(Cl)cc2)cc1NC(C)=O	i	-3
O=C(Nc1ccccc1-c1ccccc1)c1cccc([N+](=O)[O-])c1	?	·
CCOC(=O)C1(CC)NC(c2cccc(F)c2)C2C(=O)N(CC)C(=O)C21 (stereo not drawn)	-1%	4
O=C(CN1CCN(C(=O)c2cccc(S(=O)(=O)N3CCCC3)c2)CC1)Nc1ccccc1Cl	?	·
C#CCOCCOCCOCCNc1nc(N2CCN(C(=O)CCCCCCCCCCNC(=O)Cn3cc(C[C@@H](C)O)nn3)CC2)nc(N2CCN(C(=O)CCCCCCCCCCNC(=O)[C@@H]([C@H](C)O)n3cc(C)nn3)CC2)n1	4%	-8
COc1ccccc1OCCSc1ncnc2nc[nH]c12	i	7
CCn1c(NC(=O)C(C)C)c(-c2cccs2)c(=O)c2ccccc21	0%	2
O=C(COC(=O)/C=C/c1cccc([N+](=O)[O-])c1)NCC1CCCO1 (stereo not drawn)	?	·
C/C=C(/C)C(=O)Nc1cccc(C2=NOC3(C2)C[C@@H](C(N)=O)N(C(=O)C2(C)CC2)C3)c1 (stereo partly drawn)	8%	14
COC(=O)c1sc2cc(C(F)(F)F)cnc2c1-c1cccnc1	i	·
O=C(O)CC(SCC(=O)Nc1ccccc1)C(=O)O (stereo not drawn)	?	·
COc1ccc(S(=O)(=O)N2CCCCC2)cc1NC(=O)C1CC1C (stereo not drawn)	?	·
C#CCn1c(CCNC(=O)c2ccco2)nc2ccccc21	-27%	-2
Cc1ccc(Nc2nc3nonc3nc2N(C)C)cc1	?	·
COc1ccc(N2CCN(C(=O)CCNS(=O)(=O)c3cc(Br)cnc3N)CC2)cc1	i	·
Cc1c(C(=O)NCc2cccnc2)oc2ccc(S(=O)(=O)N3CC(C)CC(C)C3)cc12 (stereo not drawn)	?	·
Cc1cccc(N2CCN(C(c3ccc(N(C)C)cc3)c3nnnn3C(C)(C)C)CC2)c1C (stereo not drawn)	?	·
CCCC(=O)Nc1ccc(NC(=O)C23CC4CC(CC(C4)C2)C3)cn1	?	·
O=C(C1=NN[C@@H]2C(=O)N(c3ccccc3C(F)(F)F)C(=O)[C@H]12)c1cnccn1	?	·
CCOc1ccc2nc(SCC(=O)NC(=O)NCc3ccco3)sc2c1	-1%	-22
Cc1ccc(NC(=O)CN2C(=O)CN(C)C2=O)cc1S(=O)(=O)N1CCCCC1	3%	15
CCC(NC(=S)NCc1ccc(F)cc1)c1ccc(C(C)C)cc1 (stereo not drawn)	?	·
COC(=O)C1=C(C)NC(C)=C(C(=O)OC)C1C1CC=CCC1 (stereo not drawn)	-8%	-16
COc1ccc(-c2ccc([C@H]3[C@@H]4C=CCC[C@@]4(C)C(=O)N3Cc3ccccc3)c(F)c2)cc1	-2%	4
CC1CCCCC1NC(=O)CO/N=C/c1ccccc1OC(F)F (stereo not drawn)	?	·
Cc1ccccc1CC(=O)NCC1CCCCC1	?	·
O=C(Nc1c(F)cc(F)cc1Br)c1cc(-c2ccccc2)on1	?	·
COc1ccc(N2CCN(C(=O)C3CCN(S(=O)(=O)c4ccc5c(c4)oc(=O)n5C)CC3)CC2)cc1	i	·
NC(=O)c1c(NC(=O)c2ccc(F)cc2)sc2c1CCC2	4.6µM*	5.6*
COc1ccc(SCCc2nnc(-c3ccccc3)o2)cc1	8%	11
CC(C)(C)OC(=O)[C@H](Cc1ccccc1)NC(=O)c1nc[nH]c1C(=O)N1CCc2ccccc2C1	?	·
CCCCn1c(N)c(N(CC)C(=O)CSCc2c(C)noc2C)c(=O)[nH]c1=O	?	·
O=C1CC(C(=O)Nc2ccc(Br)cc2)C2(CCCC2)O1 (stereo not drawn)	i	4

Laid out differently: entries from further up
| smiles | Lipid storage S3 | Lipid storage S3 cell count max |
| --- | --- | --- |
| COc1ccc(/C=C(\NC(=O)c2ccco2)C(=O)N2CCCCC2)cc1 | ? | · |
| Cc1cc(=O)[nH]c2cc(Cl)ccc12 | i | 10 |

Later entries:
SMILES	Lipid storage S3	Lipid storage S3 cell count max
CCOC(=O)c1cccc(S(=O)(=O)N2CCOCC2)c1	2%	-7
O=C(CN1C(=O)C2C3C=CC(C3)C2C1=O)Nc1cccc2c1CCCC2 (stereo not drawn)	?	·
Cc1ccccc1CNS(=O)(=O)c1ccc2c(c1)C(C)(C)C(=O)N2C	-16%	1
CC(C)C(=O)Nc1nnc(Sc2ccc(N(C)C)cc2)s1	?	·
CCOC(=O)C1C(c2cccs2)NC(=O)NC1(O)C(F)(F)F (stereo not drawn)	?	·
Cc1nn(C(C)C(=O)NC2C(=O)N3C(C(=O)O)=C(CSc4nnnn4C)CSC23)cc1Cl (stereo not drawn)	6%	-2
O=C(Nc1cccc(NC(=O)C2CCCO2)c1)C1CCCO1 (stereo not drawn)	?	·
Cc1ccc(NC(=O)/C(=C/c2cccc([N+](=O)[O-])c2)NC(=O)C2CCCCC2)c(C)c1	-5%	-7
CCc1ccc(NC(=O)CCc2ccc(CC)o2)cc1	?	·
NC(=O)SC/C(=N\S(=O)(=O)c1ccccc1)Nc1ccccc1	?	·
CCOc1ccc(NC(=O)CSc2nnc(Cn3cnc([N+](=O)[O-])n3)n2CC)cc1	1%	-1
COC(=O)C1CCN(S(=O)(=O)CCNC(=O)c2cccc(OC)c2)CC1	?	·
O=C(O)/C=C\c1ccccc1Oc1cccc(Cl)c1	?	·
O=C(O)CCN1C(=O)/C(=C\c2cccc(OCC(=O)Nc3ccc(Cl)cc3)c2)SC1=S	-9%	2
Nc1ncc(-n2cncn2)c(-c2ccccc2)n1	?	·
COc1cccc(C(=O)O/N=C(\C)c2cnccn2)c1	0%	7
CCCOC(=O)C1C2C=C[C@]3(CN(CCc4ccccc4)C(=O)[C@H]13)O2 (stereo partly drawn)	?	·
CC1Cc2ccccc2N1C(=O)CSc1nnc(-c2ccc(S(=O)(=O)N3CCCC3)cc2)n1C (stereo not drawn)	?	·
COc1ccccc1N1CCN(C(CNC(=O)c2ccc3c(c2)OCO3)c2cccnc2)CC1 (stereo not drawn)	-9%	·
O=C1c2ccncc2C(=O)N1Cc1cccc(Cl)c1	?	·
O=C(Nc1ccc(C(=O)N2CCCCC2)cc1)c1cccs1	?	·
CCC(CC)COC(=O)C1=C(C)NC(=O)NC1c1ccc([N+](=O)[O-])cc1 (stereo not drawn)	?	·
Cc1[nH]nc2c1C(c1cc(Br)cs1)C(C#N)=C(N)O2 (stereo not drawn)	?	·
CCOC(=O)N/N=C/c1ccc(F)cc1F	?	·
O=C(N/N=C/c1ccc(-c2ccc(Cl)c(C(=O)O)c2)o1)c1cc2c(ccc3ccccc32)o1	-5%	·
COc1cccc(CNc2cnc3ccccc3c2)c1O	?	·
COc1cccc(NC(=O)CC2C(=O)NC3CCCCC3N2C(=O)c2ccc(F)cc2)c1 (stereo not drawn)	i	37
CCN(CC)S(=O)(=O)c1cccc(-c2n[nH]c(=S)n2/N=C/c2ccc(OC(F)F)cc2)c1	4%	-14
CCOC(=O)c1c(C)[nH]c(C(=O)COC(=O)c2ccccn2)c1C	11%	-1
CCC(C)c1ccc(NC(=S)NC(C)C2CCCO2)cc1 (stereo not drawn)	-4%	-3
O=C(c1ccccc1)c1nc[nH]c1C(=O)Nc1ccccc1	?	·
NC(=O)CSc1nnc(-c2ccccc2)c(-c2ccccc2)n1	13%	18
COc1ccc(N2CCN(C(=O)CN(C)S(=O)(=O)c3cccs3)CC2)cc1	?	·
CCOc1ccc(CCNC(=O)c2cc3c(s2)CS(=O)(=O)C3)cc1OCC	?	·
Cc1ccc(CCNC(=O)C2CCCN(S(=O)(=O)c3c(C)noc3/C=C/N(C)C)C2)cc1 (stereo not drawn)	?	·
CCOc1ccc(N2CC(C(=O)Nc3ccc(S(=O)(=O)N4CCCCC4)cc3)CC2=O)cc1 (stereo not drawn)	?	·
O=C1CCC(=O)N1CC(=O)N1c2ccccc2Sc2ccccc21	i	10
O=C(CN(Cc1ccco1)C(=O)c1ccccc1)Nc1ccc(Cl)c(Cl)c1	10%	-4
Cc1nn(-c2ccccc2)c(C)c1/C=C/C(=O)OCC(=O)Nc1ncc(Cl)cc1Cl	9%	0
O=C(COc1ccc(Cl)cc1Cl)NCCCn1ccnc1	?	·
O=[N+]([O-])c1cc(C(F)(F)F)ccc1N1CCCC(O)C1 (stereo not drawn)	?	·
COc1ccc(S(=O)(=O)N2CCCCC2)cc1NC(=O)Cc1c[nH]c2ccccc12	-26%	-4
COc1ccc(-c2csc(Nc3ccccc3)[n+]2Cc2ccccc2)cc1	?	·
CCc1nnc(NC(=O)C2CCN(S(=O)(=O)Cc3ccccc3)CC2)s1	-4%	-10
COc1ccc(CCNC(=O)C(=O)NCc2ccc(C)cc2)cc1OC	i	·
COc1cccc(/C=N/n2c(SC)nnc2-c2ccccc2)c1O	16%	2
COC(=O)c1ccc(N2C(=O)CC(N(C)CCc3ccc(OC)c(OC)c3)C2=O)cc1 (stereo not drawn)	17%	-2
COc1ccccc1/C=C1\SC(=S)N(CCC(=O)N2CCN(C)CC2)C1=O	?	·
O=C(NCC(c1ccco1)N1CCN(c2ccccc2F)CC1)C(=O)NC1CC1 (stereo not drawn)	i	·
COc1ccc(CC(=O)Nc2ccc(C(C)=O)cc2)cc1	-20%	-2
N#C/C(=C/c1ccc(N2CCOCC2)o1)c1ccc(Cl)cc1	?	·
CCN(CC)S(=O)(=O)c1ccc(NC(=O)COc2c(OC)cccc2OC)cc1	23%	26
COc1ccc(CN2CCN(C(C)C(=O)N(C)Cc3cccc(F)c3)CC2)cc1OC (stereo not drawn)	8%	20
COc1ccc(-c2csc(NC(=O)Cn3nc(C)cc3C)n2)cc1	11%	-2

Molecules above that have two or more sulfur atoms (14):
SMILES	Lipid storage S3	Lipid storage S3 cell count max
O=C(CCc1ccc(S(=O)(=O)N2CCOCC2)cc1)OCc1nc2ccccc2s1	?	·
O=C1CSC(c2ccc(F)cc2)N1c1nc2ccccc2s1 (stereo not drawn)	?	·
COc1ccc(S(=O)(=O)NCCSCc2ccc(Cl)cc2)cc1NC(C)=O	i	-3
CCOc1ccc2nc(SCC(=O)NC(=O)NCc3ccco3)sc2c1	-1%	-22
CC(C)C(=O)Nc1nnc(Sc2ccc(N(C)C)cc2)s1	?	·
Cc1nn(C(C)C(=O)NC2C(=O)N3C(C(=O)O)=C(CSc4nnnn4C)CSC23)cc1Cl (stereo not drawn)	6%	-2
NC(=O)SC/C(=N\S(=O)(=O)c1ccccc1)Nc1ccccc1	?	·
O=C(O)CCN1C(=O)/C(=C\c2cccc(OCC(=O)Nc3ccc(Cl)cc3)c2)SC1=S	-9%	2
CC1Cc2ccccc2N1C(=O)CSc1nnc(-c2ccc(S(=O)(=O)N3CCCC3)cc2)n1C (stereo not drawn)	?	·
CCN(CC)S(=O)(=O)c1cccc(-c2n[nH]c(=S)n2/N=C/c2ccc(OC(F)F)cc2)c1	4%	-14
COc1ccc(N2CCN(C(=O)CN(C)S(=O)(=O)c3cccs3)CC2)cc1	?	·
CCOc1ccc(CCNC(=O)c2cc3c(s2)CS(=O)(=O)C3)cc1OCC	?	·
CCc1nnc(NC(=O)C2CCN(S(=O)(=O)Cc3ccccc3)CC2)s1	-4%	-10
COc1ccccc1/C=C1\SC(=S)N(CCC(=O)N2CCN(C)CC2)C1=O	?	·
